NCF1 inh = p47phox (human) inhibition; hit rate 0.53% among 220,000; p47phox/p22phox peptide binding, fluorescence polarization, 2 h; inhibition, % at 24.7 µM; AID 1274; P14598;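 active = inhibition above about 30%, limit read from the data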;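 note: 0% = p47phox with labelled peptide and 100% = labelled peptide alone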
Runt-CBFb FRET = blocks binding of human RUNX1 Runt domain to CBFb; Q01196+Q13951; Cerulean-Runt/Venus-CBFb FRET ratio 530/480, 1 h; inhibition, % at 20 µM; hit rate 0.46% among 220,000;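 active = inhibition over about 50% at 20 µM in the single-dose screen, limit read from the data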;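 note: 0% = DMSO wells and 100% = excess unlabeled CBFb competitor control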
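test system = Cerulean-Runt domain fusion protein, energy donor | probe or stimulus = Venus-CBFb binding partner, 100 nM | incubation = two 1 h room-temperature incubations shielded from light | detection = fluorescence energy transfer, 422 nm excitation, 530/480 nm emission | measure = loss of energy transfer signal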
p97 ATPase inh = inhibitors of human p97 ATPase; recombinant p97 ATPase, Kinase-Glo ATP luminescence, 3 h; P55072; hit rate 0.42% among 220,000; inhibition, % at 8 µM; in the data active = inhibition above about 15%;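 note: 0% = DMSO vehicle and 100% = wells lacking enzyme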
Tb hexokinase = blocks Trypanosoma brucei hexokinase 1 activity. inhibition, % at 10 µM. hit rate 0.11% among 220,000. recombinant TbHK1, G6PDH-coupled NADH A340;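 active = inhibition of 50% or more in the single-dose primary screen; inactive = inhibition below 50%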
m-calpain inh = inhibitors of pig calpain II. purified calpain II, fluorogenic peptide substrate, 30 min. inhibition, % at 16 µM. hit rate 0.37% among 220,000;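 active = inhibition above about 50%, limit read from the data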
Runt-SMMHC FRET = Runt domain-CBFb-SMMHC interaction inhibition; Cerulean-Runt/Venus-CBFb-SMMHC FRET ratio 530/480, 1 h; AID 1434; hit rate 0.74% among 220,000; inhibition, % at 20 µM;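 active = mean inhibition across duplicate retests at 20 µM reaching about 50%, limit read from the data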;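 note: 0% = DMSO wells and 100% = wells with excess untagged CBFb-SMMHC; inhibitors lower the FRET ratio by blocking Runt binding to CBFb-SMMHC; some results filed as inactive read as strong as hits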
Furin inhibitor = inhibitors of human furin; P09958; purified furin, fluorogenic substrate cleavage; inhibition, % at 30 µM; hit rate 0.061% among 220,000; in the data active = inhibition above about 25%; note: inactives centre near -15
Target sequence (P09958 108-714 limits assumed): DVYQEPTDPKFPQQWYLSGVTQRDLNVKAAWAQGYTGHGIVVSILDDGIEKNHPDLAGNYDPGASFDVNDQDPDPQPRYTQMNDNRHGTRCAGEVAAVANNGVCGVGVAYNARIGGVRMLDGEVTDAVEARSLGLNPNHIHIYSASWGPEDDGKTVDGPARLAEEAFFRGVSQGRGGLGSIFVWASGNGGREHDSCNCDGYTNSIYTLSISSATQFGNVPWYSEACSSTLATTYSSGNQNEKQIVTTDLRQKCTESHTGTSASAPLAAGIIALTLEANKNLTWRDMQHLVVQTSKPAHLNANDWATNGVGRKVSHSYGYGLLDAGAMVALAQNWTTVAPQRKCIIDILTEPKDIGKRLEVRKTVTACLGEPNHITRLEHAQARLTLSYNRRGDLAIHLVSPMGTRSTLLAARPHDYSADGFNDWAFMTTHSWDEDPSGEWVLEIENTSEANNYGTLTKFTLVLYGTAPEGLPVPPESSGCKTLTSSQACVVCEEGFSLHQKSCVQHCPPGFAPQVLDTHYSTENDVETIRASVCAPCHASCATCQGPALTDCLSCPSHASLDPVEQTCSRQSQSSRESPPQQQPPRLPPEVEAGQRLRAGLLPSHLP
EBV gp42 inh = inhibitors of Epstein-Barr virus glycoprotein 42. Q1HVG2. Fluorescence polarization binding assay, mP read-out. inhibition, % (tested at 21.74 µM). hit rate 0.42% among 220,000. AID 1085; in the data active = inhibition above about 50%
Target sequence (Q1HVG2 whole entry, looked up): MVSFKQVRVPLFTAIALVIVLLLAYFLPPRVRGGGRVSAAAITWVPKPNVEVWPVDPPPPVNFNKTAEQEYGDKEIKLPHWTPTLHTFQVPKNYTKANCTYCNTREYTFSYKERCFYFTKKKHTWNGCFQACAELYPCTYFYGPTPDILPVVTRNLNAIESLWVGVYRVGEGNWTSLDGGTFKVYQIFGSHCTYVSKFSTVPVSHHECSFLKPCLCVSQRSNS
RBBP9 inhibitor = blocks human serine hydrolase RBBP9 | O75884 | recombinant RBBP9, FP-Rh probe fluorescence polarization | inhibition, % at 7.94 µM | hit rate 0.2% among 220,000 | AID 1515;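 active = inhibition above the campaign mean of all tested compounds plus 3 SD, cut at about 14% in these data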;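 note: plate controls were DMSO wells with RBBP9 for no effect and wells lacking RBBP9 protein for full effect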
Target sequence (O75884 whole entry, looked up): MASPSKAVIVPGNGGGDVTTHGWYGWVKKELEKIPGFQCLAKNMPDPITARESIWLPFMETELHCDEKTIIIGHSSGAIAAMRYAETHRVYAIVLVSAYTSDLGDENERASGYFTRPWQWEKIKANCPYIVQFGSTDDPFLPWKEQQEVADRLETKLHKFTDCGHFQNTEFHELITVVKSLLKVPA
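Measured by – fluorescence polarization · Test system – RBBP9 protein · Input – 2.5 µM RBBP9 dispensing solution, before mixing · Measure – percent inhibition from mP, scaled between DMSO and no-protein wells · Benchmarks – DMSO-treated enzyme wells and wells lacking RBBP9 · Times – preincubation 30 min plus labeling 45 min at 25 °C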
The depositor's hits bear a star; . = no result given; [ ] = dose if it differs, or a comment.

SMILES | NCF1 inh | Runt-CBFb FRET | p97 ATPase inh | Tb hexokinase | m-calpain inh | Runt-SMMHC FRET | Furin inhibitor | EBV gp42 inh | RBBP9 inhibitor
S=c1[nH]nc(-c2cccc(Br)c2)o1 | -2 | 4 | 0 | -5 | 4 | 2 | -15[20 µM] | -19 | -5
C=C(C)CNC(=S)Nc1ccc(S(=O)(=O)Nc2cnc3ccccc3n2)cc1 | -8 | 4 | 6 | -19 | 9 | -4 | -7 | -1 | -3
CCCc1nnc(SCC(=O)N2CCCCC2)n1CC1CCCO1 (centres undefined) | -3 | -4 | -10 | 2 | 14 | -6 | -7[20 µM] | -6 | -9
Cn1nc(-c2ccc(OCC(N)=O)cc2)c2ccccc2c1=O | -9 | 0 | 4 | -8 | -23 | -1 | -17[20 µM] | -19 | -5
Cc1nc2c(o1)CCc1ccccc1C2O (centres undefined) | 1 | 1 | -2 | -5 | -9 | -1 | -18[20 µM] | 14 | -5
O=S(=O)(Nc1nc2ccccc2nc1OCC(F)(F)F)c1cccs1 | -15 | 4 | 2 | -25 | -14 | 9 | -13 | -5 | -11
CC(C)N(Cc1nc(-c2ccccc2)no1)C(=O)COc1ccccc1 | 12 | -1 | -2 | -2 | 22 | 2 | -15 | -10 | -13
COc1cccc(C(c2nnnn2CS(=O)(=O)c2ccc(C)cc2)N2CCN(C)CC2)c1OC (centres undefined) | -27 | 1 | -3 | -2 | -21 | 2 | -15 | -11 | -4
O=C(/C=C/c1cccnc1)/C=C/c1cccnc1 | -12 | 2 | 1 | -48 | 6 | -2 | -12 | -4 | -7
Cc1nccc(-c2ccc3c(c2)OCO3)n1 | -1 | -2 | 4 | -9 | -186 | -2 | -14 | -14 | -3
COc1ccc(C)cc1NC(=O)CN(c1ccccc1)S(C)(=O)=O | -68 | -2 | 0 | 3 | -26 | 1 | -28 | -21 | -7
O=C(COC(=O)c1cnccn1)c1ccccc1 | -3 | 4 | 2 | -7 | -15 | 4 | -12[20 µM] | -11 | 7
O=C(C1=C(O)C(=O)N(Cc2ccccc2)C1c1ccncc1)c1ccco1 (centres undefined) | -10 | 0 | 0 | -21 | 1 | 8 | -13[20 µM] | -18 | -8
CC1=C(C(=O)Nc2ccccc2)C(c2ccc(C)cc2)N=C(Nc2nc3ccccc3o2)N1 (centres undefined) | 21 | -5 | 2 | -18 | -46 | -20 | -27[20 µM] | -4 | -8
CCSc1nnc(NC(=O)[C@H](C)NC(=O)c2ccccc2Cl)s1 | 2 | 1 | 1 | -5 | -12 | 2 | -32 | 9 | -4
CCCc1cc2c(OC(=O)CC)c(-c3ccc(C(=O)OCC)o3)c(=O)oc2cc1OC | -15 | 21 | 2 | -21 | -274 | . | -68 | -9 | -3
CN(C)NC(=S)Nc1ccc(Cl)cc1 | 10 | -1 | 4 | -5 | -41 | 2 | -3[20 µM] | -15 | -2
CS(=O)(=O)CCC(C(=O)OCC(=O)c1ccc(Cl)cc1)N1C(=O)c2ccccc2C1=O (centres undefined) | -4 | -1 | -2 | 2 | -2 | 0 | -11 | 0 | -1
Cc1nnc(SCC(=O)c2ccccc2)n1Cc1ccccc1 | -9 | 2 | 0 | 2 | 9 | 4 | -5 | -6 | -7
COc1cc(OC)c(NS(=O)(=O)c2coc(C(N)=O)c2)cc1Cl | 10 | 2 | 2 | 2 | 2 | 0 | -27 | -23 | -10
O=[N+]([O-])c1ccc2c(c1)ncn2-c1ccccc1 | 2 | -1 | -2 | -11 | 20 | -6 | -17 | -2 | -3
CC(C)(C)NS(=O)(=O)c1ccc(CCC(=O)O)cc1 | -9 | -1 | 2 | 2 | -20 | -3 | -20[20 µM] | -5 | -3
NS(=O)(=O)c1cc(C(=O)N=Nc2c(O)[nH]c3ccccc23)ccc1Cl | -13 | -2 | -6 | -15 | 13 | -1 | -3 | 0 | -17
Cc1cnc(NC(=O)CSC(=S)N2CCOCC2)s1 | -7 | 1 | 2 | 4 | -6 | -4 | -19 | -4 | -1
CC1CCCN(C(=O)c2ccc3nc[nH]c3c2)C1 (centres undefined) | -11 | -2 | 2 | -3 | 0 | -1 | -23 | -16 | -8
Cc1ccc(C(=O)NNC(=O)c2ccc(SCC3CCCO3)c([N+](=O)[O-])c2)cc1 (centres undefined) | -17 | -1 | 6 | -7 | 21 | 2 | -10[20 µM] | -9 | 0
Fc1c(F)c(C(F)(F)F)c(F)c(F)c1N/N=C\c1cccs1 | -13 | 0 | -6 | -8 | 16 | 2 | -8[20 µM] | 8 | -9
O=c1[nH]ncc2c3ccccc3n(Cc3ccc(F)cc3)c12 | -3 | -3 | 5 | -4 | 16 | -24 | -15 | 7 | -1
O=C(Nc1ccccc1C(F)(F)F)N1CCN(c2ccc3nnc(-c4ccc(F)cc4)n3n2)CC1 | -5 | -1 | -8 | -1 | -273 | -1 | 3 | -4 | -14
COc1ccc(C(=O)[C@H]2[C@H]3C(=O)N(c4ccc(OC(C)=O)cc4)C(=O)[C@H]3C3C=CC=NN32)cc1 (some centres undefined) | -25 | 0 | 9 | -16 | -27 | 0 | -26 | -18 | -7

Five records drawn at random from those above, as already listed:
SMILES | NCF1 inh | Runt-CBFb FRET | p97 ATPase inh | Tb hexokinase | m-calpain inh | Runt-SMMHC FRET | Furin inhibitor | EBV gp42 inh | RBBP9 inhibitor
Cc1ccc(C(=O)NNC(=O)c2ccc(SCC3CCCO3)c([N+](=O)[O-])c2)cc1 (centres undefined) | -17 | -1 | 6 | -7 | 21 | 2 | -10[20 µM] | -9 | 0
O=[N+]([O-])c1ccc2c(c1)ncn2-c1ccccc1 | 2 | -1 | -2 | -11 | 20 | -6 | -17 | -2 | -3
O=c1[nH]ncc2c3ccccc3n(Cc3ccc(F)cc3)c12 | -3 | -3 | 5 | -4 | 16 | -24 | -15 | 7 | -1
CC(C)(C)NS(=O)(=O)c1ccc(CCC(=O)O)cc1 | -9 | -1 | 2 | 2 | -20 | -3 | -20[20 µM] | -5 | -3
O=C(Nc1ccccc1C(F)(F)F)N1CCN(c2ccc3nnc(-c4ccc(F)cc4)n3n2)CC1 | -5 | -1 | -8 | -1 | -273 | -1 | 3 | -4 | -14

More compounds follow:
SMILES | NCF1 inh | Runt-CBFb FRET | p97 ATPase inh | Tb hexokinase | m-calpain inh | Runt-SMMHC FRET | Furin inhibitor | EBV gp42 inh | RBBP9 inhibitor
O=S(=O)(NC1CCCCC1Oc1ccccc1)c1ccc(Cl)cc1 (centres undefined) | -2 | -1 | -4 | 35 | 23 | 4 | 0 | 15 | -9
CCOC(=O)c1c(NC(=O)CN2C(=O)c3ccccc3C2=O)sc(Cc2ccc3c(c2)OCO3)c1C | -8 | -2 | 9 | -16 | -23 | -2 | -14 | -19 | -5
NS(=O)(=O)c1ccc(N=Cc2c(O)n(-c3nccs3)c(=O)c3ccccc23)cc1 | -11 | 8 | 9 | -12 | -18 | 18 | -24 | -6 | 1
S=c1[nH]nc(-c2cccnc2)n1/N=C/c1ccco1 | -5 | 16 | 3 | -8 | -4 | 4 | -18 | -15 | -4
CCN1CCN(c2ccc([N+](=O)[O-])c(Sc3nc4ccccc4[nH]3)c2)CC1 | 2 | 0 | 1 | -19 | 17 | -3 | 1 | -9 | 3
Cn1c(=O)n(C)c2cc([N+](=O)[O-])c(N3CCN(C(=O)c4cccc(Cl)c4)CC3)cc21 | -4 | -3 | 2 | -18 | 0 | -5 | -9 | -15 | -6
O=C(/C=C/c1ccco1)Nc1ccc2nn(-c3ccccc3)nc2c1 | -10 | 9 | 4 | -18 | -126 | -2 | -11 | -13 | -29
CC(=O)Nc1ccc2c(c1)nc(CCN1CCN(C)CC1)n2C | -1 | 0 | 7 | -3 | -8 | -1 | -33 | 1 | 2
CCOc1ccc(Nc2oc(-c3ccco3)nc2C#N)cc1 | -36 | -1 | 1 | -7 | -6 | 0 | -6 | -15 | -4
CCOC(=O)c1ccc(S(=O)(=O)NNC(=O)COc2ccc(C)cc2)cc1 | -4 | -3 | 2 | -5 | -11 | -2 | -24 | 0 | -8
COc1ccc(CS(=O)(=O)/C(Cl)=C(/Cl)C(=O)Nc2ccc(OC)nc2)cc1 | 1 | 10 | 10 | -3 | -51 | 1 | -6[20 µM] | -10 | -14
Cc1ccc(-n2nnnc2SCC(=O)NNC(=O)c2ccc([N+](=O)[O-])cc2)cc1 | -13 | 1 | -1 | 2 | -27 | -5 | -23 | -12 | 1
CN(C)CCNC(=O)c1cc2cc(Br)ccc2oc1=O | -10 | 1 | 0 | -10 | 2 | 0 | -13 | -4 | 1
Fc1cc(NCc2ccccc2)nc(NCc2ccccc2)n1 | -6 | -1 | 13 | -1 | 11 | -4 | -4 | -9 | 0
COc1cccc(-c2nnc(SCC(=O)NCc3ccc4c(c3)OCO4)n2Cc2ccco2)c1 | -6 | 12 | 2 | 5 | -60 | 7 | -10[20 µM] | -12 | -7
COc1cccc(OCC(=O)Nc2ccc(OC)c(OC)c2)c1 | -9 | 0 | -7 | -4 | -2 | -1 | -17[20 µM] | -15 | -7
CCCCC(=O)NC(=S)Nc1ccccc1N1CCCCC1 | -2 | 1 | -4 | 4 | 12 | 5 | -16 | -2 | -3
COc1ccc(CCNC(=O)CN2C(=O)NC(CCSC)C2=O)cc1 (centres undefined) | 4 | 0 | -3 | 0 | 5 | -2 | -29 | 3 | -11
C=CCN1C(=O)/C(=C/C=C2/N(CC)c3ccc(S(=O)(=O)N(C)C)cc3N2CC)SC1=S | -233 | 26 | 3 | -6 | -20 | 1 | -19 | -216 | -28
CC1Oc2ccccc2C=C1/C=N/NC(=O)[C@@H](C)NC(=O)OC(C)(C)C (some centres undefined) | -7 | -1 | -4 | -37 | -157 | -1 | -21 | -5 | -5
CC1=C(C(=O)OC2CCCC2)C(c2coc3ccccc3c2=O)C2=C(CCCC2=O)N1 (centres undefined) | 25 | -2 | -4 | -16 | -9 | 0 | -27 | 1 | -9
O=C(Cc1ccccc1)NCCS(=O)c1ccc(Cl)cc1 (centres undefined) | 5 | 0 | -2 | -5 | 9 | 4 | -25 | -8 | -2
C/C(=N\NC(=O)c1ccc(Br)cc1)c1cccc(NC(=O)c2cccnc2)c1 | -10 | -1 | 1 | -6 | -23 | -1 | -26 | 0 | 0
COc1ccc(CCNC(N)=S)cc1OC | -6 | -1 | 3 | -2 | 2 | 4 | -21 | -9 | 4
COc1ccc(NC2CC(=O)N(c3cccc([N+](=O)[O-])c3)C2=O)cc1 (centres undefined) | -18 | 0 | 6 | -4 | -32 | -4 | -17 | -9 | -3
CCOC(=O)C1CCN(C(=O)Cn2cc3c(n2)CCC(C)C3)CC1 (centres undefined) | -4 | 1 | 1 | 0 | 2 | -5 | -22 | 5 | -2
CCOC(=O)C(NS(=O)(=O)c1ccccc1)(C(F)(F)F)P(=O)(OCC(C)C)OCC(C)C (centres undefined) | 11 | -1 | -4 | -8 | 27 | -1 | 1[20 µM] | -16 | -16
CCOC(=O)c1c(C)c(C(=O)N2CCCCCC2)c(C)n1C | -6 | -5 | -4 | -4 | -30 | -13 | -19 | -3 | -6
COc1ccc(/C=C(\NC(=O)c2cccs2)C(=O)NCc2ccco2)cc1OC | -11 | 2 | 8 | -52 | -6 | -2 | -6 | -11 | 2
O=C(Cc1ccc(Br)cc1)OCC(=O)N1CCc2ccccc2C1 | -7 | -2 | 1 | 2 | -1 | 1 | -17 | -27 | -4
COc1ccc(C2CC(=O)N3CN(c4ccc(C)c(Cl)c4)CSC3=C2C#N)cc1OC (centres undefined) | -14 | 59* | 1 | -28 | -44 | 100* | -17 | -12 | -4
CCCn1c(SCC(N)=O)nc2c(c1=O)C1(CCCC1)Cc1ccccc1-2 | -4 | 1 | -2 | 4 | 27 | 2 | -4 | -5 | -1
